GalR3 antagonist = GalR3 antagonists in HEK293 cells, primary screen, cell-based, fluorescence readout | Galanin receptor type 3 (Homo sapiens), O60755 | HEK293 GalR3-CNG cAMP membrane potential fluorescence; galR3 body fused to GalR1 C-terminus | inhibition, % at 3 µM | hit rate 0.44% among 360,000 | AID 651719, 2012;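 active = inhibition above the screen-wide average plus 3 SD, cut at about 13% in these data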;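 also: forskolin and galanin both at EC90 stimulate the cells; cAMP rise reported by CNG channel membrane potential dye signal; 0% = forskolin plus galanin with DMSO and 100% = forskolin alone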
Target sequence (O60755 1-299 limits assumed): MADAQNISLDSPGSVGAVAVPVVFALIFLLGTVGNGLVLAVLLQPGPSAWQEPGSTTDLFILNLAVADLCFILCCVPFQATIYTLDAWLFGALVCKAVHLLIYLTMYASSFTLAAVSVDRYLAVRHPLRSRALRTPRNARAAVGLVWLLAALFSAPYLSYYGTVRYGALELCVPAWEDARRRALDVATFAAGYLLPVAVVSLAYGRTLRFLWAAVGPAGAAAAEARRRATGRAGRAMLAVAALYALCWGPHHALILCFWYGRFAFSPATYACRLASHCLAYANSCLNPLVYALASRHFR
Starred values were filed as active, the others as inactive.

cpd	Compound	GalR3 antagonist
1	COc1ccccc1Cc1c(C2CCCCC2)nc2cc(C)c(Br)c(C)n12	-3.2
2	CCNC(=O)C1(C)CCCN(C(=O)c2ccc(OC)c(F)c2)C1 (stereo unspecified)	-5.9
3	COc1ccc(-c2cnc3c(NC(C)=O)cc(-c4cccc(C(=O)NCCO)c4)cn23)cc1OC	2.2
4	O=C(c1cc2ccccc2[nH]1)N1O[C@@H]2C=C[C@H]1C2	-4.4
5	COC(=O)[C@@]1(Cc2ccc(OC)cc2)[C@H]2c3cc(C(=O)N4CCCC4)n(CCc4ccc(OC)c(Br)c4)c3C[C@H]2CN1C(=O)c1ccccc1	-2.6
6	O=C(CN1CSCC1=O)N1CCN(S(=O)(=O)c2cc(C(F)(F)F)ccc2Cl)CC1	5.3
7	CC[C@]12c3[nH]c4ccc(Cl)cc4c3CCN1C(=O)[C@@H](CC(=O)NCc1ccc(OC)c(OC)c1)C[C@@H]2C(=O)N1CCN(C(=O)C2CC2)CC1	-5.7
8	Cc1c(NC(=O)COC(=O)c2cccc(F)c2)c(=O)n(-c2ccccc2)n1C	-7.9
9	CC1(C(=O)NS(=O)(=O)Cc2ccccc2C(F)(F)F)CCN1C(=O)C/C=C/c1ccccc1 (stereo unspecified)	-3.4
10	CCc1nc2ccccc2c(C(=O)OCC(=O)N(CCOC)c2c(N)n(Cc3ccccc3)c(=O)[nH]c2=O)c1C	-4.0
11	COc1ccccc1-c1noc(CCC(=O)Nc2cccnc2)n1	-6.5
12	C[C@]12c3[nH]c4cc(-c5ccco5)ccc4c3CCN1C(=O)[C@@H](CC(=O)NCc1ccco1)C[C@@H]2C(=O)N1CCCCC1	-4.8
13	O=c1c2sc3nc(N4CCOCC4)c4c(c3c2ncn1C(c1ccccc1)c1ccccc1)CCCC4	-6.8
14	CCCC(=O)N1CCC1(C)C(=O)Nc1ccc(-n2cncn2)cc1 (stereo unspecified)	-6.0
15	CCc1nc2ccc(C(=O)N3CCN(C(=O)c4ccco4)CC3)cn2c1N(C)Cc1nccs1	-2.7
16	O=S1(=O)C[C@@H](N2CCC[C@@H]2CO)[C@H](COCc2ccccc2)N1	-6.3
17	CCNC(=O)C1(C)CCCN(C(=O)c2cc(C)n(C(C)(C)C)n2)C1 (stereo unspecified)	-4.3
18	O=C1C=C(c2n[nH]nc2-c2ccccc2)C[C@@H](c2ccc(F)cc2)C1	-7.0
19	FC(F)(F)c1ccccc1Cc1c(C2CCCCC2)nc2ccc(Cl)cn12	-5.3
20	C[C@H]1CN([C@@H](C)CO)C(=O)CCCn2cc(nn2)CO[C@@H]1CN(C)C(=O)Nc1cccc2ccccc12	1.2

In another format: two of the compounds above.
13) O=c1c2sc3nc(N4CCOCC4)c4c(c3c2ncn1C(c1ccccc1)c1ccccc1)CCCC4
  GalR3 antagonist: -6.8
14) CCCC(=O)N1CCC1(C)C(=O)Nc1ccc(-n2cncn2)cc1 (stereo unspecified)
  GalR3 antagonist: -6.0

(list continues)
cpd	Compound	GalR3 antagonist
21	CC(=O)Nc1ccc(SCC(=O)NNC(=O)CN(C)S(=O)(=O)c2ccc(C)cc2)cc1	-2.6
22	Cc1ccc2nc(-c3cccc(Cl)c3)c(Cc3ccccc3)n2c1	-7.8
23	CCCCn1c(N)c(N(C(=O)CSc2nnnn2-c2ccccc2C)C2CCCC2)c(=O)[nH]c1=O	-3.4
24	CCC(C)Cn1cnc2c(SCc3ccccn3)nc(N)nc21 (stereo unspecified)	-6.8
25	C[C@@H]1CN([C@H](C)CO)S(=O)(=O)c2ccc(-c3ccc(C#N)cc3)cc2O[C@H]1CN(C)C(=O)Nc1cc(F)ccc1F	-8.1
26	CC(C)NC(=O)C1(C)CN(S(C)(=O)=O)CC(=O)N1CCc1ccccc1 (stereo unspecified)	-0.8
27	CN(CCO)c1cccc2c1S(=O)(=O)N[C@@H](Cc1ccccc1)CO2	-2.3
28	CCCC(C)(C)C(=O)N1CCC1(C)C(=O)Nc1ccc(OC)c(OC)c1 (stereo unspecified)	-6.0
29	CC(=O)N1CCN(c2ccc(N3CCN(Cc4ccccc4)[C@H](C)C3)c(C)c2)[C@@H](C)C1	-6.0
30	CCOC(=O)C(Cc1nc(OCc2ccccc2)cc(OCc2ccccc2)n1)=NO	-5.4
31	CCCN(CC(=O)Nc1ccc(F)c(F)c1F)C(=O)Cc1ccc(OC)c(S(=O)(=O)N2CCOCC2)c1	-3.5
32	N#Cc1ccc(OCCCN2CCC(C(O)(C3=CCCC3)c3ccccc3)CC2)cc1 (stereo unspecified)	-6.9
33	CCOC(=O)C1=C[C@@H](C2CCCCC2)N(S(=O)(=O)c2ccc([N+](=O)[O-])cc2)[C@H]1c1ccccc1	0.6
34	COc1ccc(-c2csc(C(C)(O)c3cccc(F)c3)n2)cc1OC (stereo unspecified)	-1.6
35	Cc1cc(C)c(CN2CCN(CCCn3cnc(C(=O)Nc4ccc(C)c(C)c4)n3)CC2)c(C)c1	-8.2
36	Clc1cccc(CNc2ccn3nc(-c4ccccc4Cl)cc3n2)c1	-6.1
37	CC(=O)OCC1CC(COC(C)=O)C(COC(C)=O)CC1COC(C)=O (stereo unspecified)	1.0
38	COc1ccc(C(CNC(=O)CCNS(=O)(=O)c2ccccc2)N2CCOCC2)cc1 (stereo unspecified)	-5.7
39	CCN(CC)c1ncnc2c1ncn2[C@H]1CN(Cc2ccc(Cl)cc2)C[C@@H](CO)O1	-5.8
40	CCOC(=O)C1=C(C(=O)OCC)C2N(Cc3ccc(C(F)(F)F)cc3)c3ccccc3[C@@]23C[C@@H](C(=O)OC)N(S(=O)(=O)c2ccccc2C)C3=N1 (stereo partly specified)	6.0
41	COc1cc(C)ccc1S(=O)(=O)NC(=O)C1(C)CCN1C(=O)c1ccc(C2CCCCC2)cc1 (stereo unspecified)	-6.7
42	C=CCN1C(=O)c2n[nH]c(COC)c2C1c1ccc(C)cc1 (stereo unspecified)	1.4
43	COc1ccccc1Cc1c(-c2ccco2)nc2c3ccccc3ccn12	1.2
44	CCOC(=O)[C@H]1Nc2ccc(Cl)cc2[C@@H]2[C@H]1C1CC(c3ccccc31)N2C(=O)OCc1ccccc1 (stereo partly specified)	1.9
45	CCSC1OC(C(COC(C)=O)OC(C)=O)C(OC(C)=O)C1NC(C)=S (stereo unspecified)	-4.5
46	CC1(C(=O)NCc2cccnc2)Cc2c(-c3cccc(C(F)(F)F)c3)ccnc2O1 (stereo unspecified)	-2.9
47	CCC1(c2ccc(F)cc2)NC(=O)N(CC(=O)N2CCN(C(=O)c3cccs3)CC2)C1=O (stereo unspecified)	-2.9
48	CC(C)(C)OC(=O)N1CCC(C(=O)Nc2cccc(C(=O)NC3CC3)c2)CC1	-5.8
49	NC(=O)C1=C(N)c2ccccc2C1c1ccccc1 (stereo unspecified)	-1.4
50	OCC(O)C(O)CC1SCCS1 (stereo unspecified)	-1.3

Fetched one by one from the entries so far, six records:
cpd	Compound	GalR3 antagonist
46	CC1(C(=O)NCc2cccnc2)Cc2c(-c3cccc(C(F)(F)F)c3)ccnc2O1 (stereo unspecified)	-2.9
30	CCOC(=O)C(Cc1nc(OCc2ccccc2)cc(OCc2ccccc2)n1)=NO	-5.4
8	Cc1c(NC(=O)COC(=O)c2cccc(F)c2)c(=O)n(-c2ccccc2)n1C	-7.9
2	CCNC(=O)C1(C)CCCN(C(=O)c2ccc(OC)c(F)c2)C1 (stereo unspecified)	-5.9
29	CC(=O)N1CCN(c2ccc(N3CCN(Cc4ccccc4)[C@H](C)C3)c(C)c2)[C@@H](C)C1	-6.0
4	O=C(c1cc2ccccc2[nH]1)N1O[C@@H]2C=C[C@H]1C2	-4.4

Next structures follow.
cpd	Compound	GalR3 antagonist
51	CC(C)C(Cl)=NOC(=O)Nc1ccc(S(N)(=O)=O)cc1	-2.4
52	O=C(CCOc1ccccc1)Nc1ccc(Cl)c(S(=O)(=O)N2CCOCC2)c1	-2.1
53	CCOC(=O)[C@]12CCC=C1N(CCC1=CCCCC1)C(=O)[C@H](CC(=O)NCc1cccc(C(F)(F)F)c1)C2	-5.3
54	COC(=O)[C@@]12C[C@@H](CC(=O)N3CCC(c4ccccc4)CC3)C(=O)N(CCc3ccc(OC)c(OC)c3)C1=CCC(C)(C)C2	-8.1
55	CC(C)N1CCC(C)(C(=O)Nc2cccc(Oc3ccccc3)c2)C1 (stereo unspecified)	-5.7
56	O=C(c1cccs1)c1ccccc1Cc1cccs1	-5.4
57	CCCCNC(=O)c1nc(-c2ccc(C(F)(F)F)cc2)oc1-c1ccccc1	-2.9
58	C[C@@H]1CCCCO[C@@H](CN(C)CC2CCCCC2)[C@@H](C)CN([C@H](C)CO)C(=O)c2cc(NC(=O)Nc3ccc4c(c3)OCO4)ccc2O1	-7.0
59	CCN(CC)C(=O)C1=C(C)N(CCCOC)C(=O)C(CC(=O)NCc2cccs2)C1 (stereo unspecified)	-4.2
60	CCNC(=O)C1(C)CCCN1C(=O)c1ccc(-c2ccccc2)cc1 (stereo unspecified)	-5.0
61	COc1ccc(C(c2c(NC(=O)c3ccco3)sc(C)c2C)N2CCOCC2)cc1 (stereo unspecified)	3.5
62	Cc1ccc(C(c2nc3ccccc3[nH]2)n2c(-c3ccccc3)nc3ccccc32)cc1 (stereo unspecified)	-7.0
63	CN1OC[C@@H]2CN(C(=O)CCc3ccccc3)[C@H](c3ccccc3Br)C[C@@H]21	-5.6
64	CC[C@@H]1C(c2ccc(F)cc2)=NN(c2ccccc2)[C@H]1C(=O)N1CCOC1=O	-3.4
65	COc1cc2c(c(NC(C)=O)c1)N(C(C)=O)CCC2	-6.1
66	COc1ccc(Cc2c(C3CCCCC3)nc3ccc(Cl)cn23)c(C)c1	-4.3
67	COc1ccc(Cn2cc(CN(C)C3CN(Cc4cn(Cc5ccc(OC)cc5)nn4)S(=O)(=O)C3)nn2)cc1 (stereo unspecified)	-4.7
68	Clc1ccc2nc(C3CCCCC3)c(CC3CCCCC3)n2c1	3.5
69	COc1cccc(-c2cnc(C(O)c3c(C)ccc4ccccc34)[nH]2)c1 (stereo unspecified)	-6.2
70	O=[N+]([O-])c1ccc(COc2ccccc2CN2CCCC2)cc1	-5.6
71	COc1ccc(OC)c(NC(=O)C2CCCN2S(=O)(=O)c2ccc3c(c2)CC(C)N3C(C)=O)c1 (stereo unspecified)	-1.9
72	Cc1ccc(F)c(S(=O)(=O)NC(=O)C2(C)CCN2C(=O)CC(c2ccccc2)c2ccccc2)c1 (stereo unspecified)	-5.3
73	O=C(C(=O)N1CCC(CNC(=O)C2COc3ccccc3O2)CC1)c1cc2ccccc2o1 (stereo unspecified)	-3.7
74	CCOC(=O)C1CCCN(C(=O)c2[nH]c(C(F)(F)F)nc2-c2ccccc2)C1 (stereo unspecified)	-5.7
75	Cc1c(C(=O)NCc2cccc([N+](=O)[O-])c2)sc(=O)n1Cc1ccc(C(C)C)cc1	-2.0
76	CC1CCCCC1NC(=O)COC(=O)c1c2c(nc3ccccc13)/C(=C\c1ccco1)CC2 (stereo unspecified)	-2.5
77	CC1(C)N=C(N)N=C(N)N1c1ccc(OCC(=O)Nc2ccccc2)c(Cl)c1	-4.7
78	CC(=O)N1CCc2cc(NC(=O)C3(C)CCN3Cc3ccccc3OC(F)F)ccc21 (stereo unspecified)	-4.2
79	O=C(NCCc1ccccc1)c1ccc(-c2ccc(F)c(F)c2)c2ccoc12	-4.7
80	Cc1c(C(=O)NCc2ccc3c(c2)OCCO3)sc(=O)n1Cc1ccc2c(c1)OCO2	-2.9
81	COc1ccccc1CNC(=O)c1cc(-c2cc(F)ccc2OC)n[nH]1	-5.9
82	COCCNC(=O)C1(C)CCCN(Cc2ccc(C)c3ccccc23)C1 (stereo unspecified)	-7.6
83	O=C1C(=Cc2cn(-c3ccccc3)nc2-c2ccc(OCc3ccc(Cl)cc3)cc2)SC(=S)N1CCS(=O)(=O)O	-5.8
84	C/C(CCc1ccc2c(c1)OCO2)=N\N=C1\NC(=O)CC(C(=O)Nc2ccc(C(=O)O)cc2)S1 (stereo unspecified)	5.4
85	Nc1[nH]c(C(=O)c2ccccc2)c(-c2ccc(Cl)cc2)c1C(=O)c1c[nH]c2ccc(Br)cc12	-6.5
86	CC1(C(=O)NCCCN2CCCC2=O)CCN1CCc1ccccc1 (stereo unspecified)	-5.8
87	C#CCNC(=O)c1cc(-c2ccccc2)sc1N	-1.0
88	CC(C)C[C@H]1CNC(=O)C(=O)N1CC1CCN(CCC(C)(C)C)CC1	-1.2
89	COCCNC(=O)C1(C)CCN(C(=O)c2sc(-c3ccccc3)nc2C)C1 (stereo unspecified)	-6.1
90	O=C(C=Cc1ccc2c(c1)OCO2)OCC=Cc1ccc2c(c1)OCO2	3.6
91	CCCCCC(=O)N1C[C@@H](O)[C@H](n2cc(COC(=O)c3ccccc3)nn2)C[C@@H]1c1ccccc1	-6.4
92	Cc1ccc(C2NC(=O)c3n[nH]c(C(C)C)c32)cc1 (stereo unspecified)	-5.3
93	CC(OC(=O)c1ccc2c(c1)OCO2)C(=O)NC1CCCCC1C (stereo unspecified)	-3.0
94	O=C(c1ccccc1)c1ccccc1C(=O)N1CCN(Cc2ccccc2F)CC1	-5.6
95	CC(C)(C)C(=O)c1c(N)[nH]c(C(=O)c2ccccc2)c1-c1ccc(Br)cc1	-5.7
96	COC(=O)N(C)C[C@@H]1OCc2cnnn2CCCC(=O)N([C@H](C)CO)C[C@@H]1C	-5.0
97	CCOc1ccccc1NC1=C(OC)C(=O)C(Nc2ccccc2OCC)=C(OC)C1=O	-4.3
98	c1ccc(COc2ncnc3c2ncn3CCCNCCN2CCOCC2)cc1	-1.3
99	COC(=O)C1=C(C)N(Cc2ccccc2C(F)(F)F)C(=NCc2ccccc2)NC1CCc1ccccc1 (stereo unspecified)	-2.6
100	CCNC(=O)C1(C)CCCN(C(=O)Cc2ccc(OC)c(OC)c2)C1 (stereo unspecified)	-6.1

(list continues)
cpd	Compound	GalR3 antagonist
101	O=C1C2C3CC4C5C3C1C5C1(SCCS1)C42 (stereo unspecified)	-5.6
102	CCc1nc2ccc(C(=O)NCC3CCCCC3)cn2c1N(C)C(=O)c1cccc(OC)c1	-7.2
103	CC1CCCCC12NC(=O)N(CC(=O)N1CCN(S(=O)(=O)c3ccc(Cl)s3)CC1)C2=O (stereo unspecified)	-7.3
104	O=C1C(=Cc2ccncc2)CCCc2ccccc21	-4.0

High-throughput results (PubChem)

Some of the compounds tested. The share of hits here may be higher or lower than overall.
